# Insulin prom inh: inhibitors of insulin promoter-driven GFP, primary screen, imaging, TRM-6 cells (human fetal islet line), eGFP reporter, cell count; reporter expression induced with tamoxifen; inhibition, % at 2 µM; hit rate 0.9% among 130,000; AID 1273, 2008;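 active = inhibition above the mean plus 3 SD, with well images judged a real hit on visual review, cut at about 60% in these data, passing the limit was not always enough; inconclusive = inhibition over the cutoff but images rejected on review; inactive = inhibition not above the cutoff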
# sdo1 growth: growth rescue of sdo1-depleted yeast, primary screen, S. cerevisiae, bone marrow failure model; hit rate 0.21% among 140,000; S. cerevisiae sdo1-depleted JHY4D growth rescue, OD600 30 h; active compounds read high; pdr5 snq2 efflux-pump mutant strain; z-score at 10 µM;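 active = z-score above 3 at both the 24 hr and the 30 hr optical density reads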;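 also: z-score against mean and SD of all compound wells on the same plate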
# sdo1 growth Rescue 24 h: second read-out of sdo1 growth, no call of its own (marks repeat the call); z-score; S. cerevisiae sdo1-depleted JHY4D growth rescue, OD600; measured here: growth rescue at 24 h;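 0 is the plate mean of compound wells and units are plate SD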
# * = called active by the depositor; ? = inconclusive; / = no result given. Some of the compounds tested. The share of hits here may be higher or lower than overall.
Insulin prom inh	sdo1 growth	sdo1 growth Rescue 24 h	molecule
44	0.23	-0.07	Cc1ccc(C(CC(=O)N2CCOCC2)c2ccco2)cc1 (stereo not given)
22	/	/	CCOc1cc(OCC)cc(C(=O)NCCCN2CCOCC2)c1
17	/	/	CCOC(=O)Cn1c(C)[n+](C)c2cc(Cl)c(Cl)cc21
-140	-2.4	-1.8	CC(C)Oc1cc(O)c2c(=O)c(-c3ccc(O)cc3)coc2c1
/	-0.17	-1.4	COCCNC(=O)NC(=O)COC(=O)C12CC3CC(CC(NC(C)=O)(C3)C1)C2
-14	/	/	C=CCNC(=O)COC(=O)c1ccc(Sc2nncn2C)c([N+](=O)[O-])c1
16	-0.1	1.1	CCCCC1(Cc2ccc([N+](=O)[O-])cc2)C(=O)N(c2ccccc2)N(c2ccccc2)C1=O
50	/	/	O=C(Nc1cccnc1)c1ccc(C(=O)Nc2cccnc2)cc1
0	/	/	CCN(C(=O)COC(=O)c1c(C)noc1C)C1CCS(=O)(=O)C1 (stereo not given)
-3	0.51	0.54	Nc1nnc(SCc2ccc(F)cc2Cl)s1
-7	0.21	0.29	CCCC(c1nnnn1CCOC)N1CCN(C(=O)c2ccco2)CC1 (stereo not given)
6	0.95	1.6	Cc1ccc2nc(NC(=O)C3CCN(S(=O)(=O)c4cc([N+](=O)[O-])ccc4Cl)CC3)sc2c1
-17	0.59	0.58	CC(=O)c1cn(C)c(=O)n(C)c1=O
/	-0.09	0.21	CCOc1cc(CNc2ccc3c(c2)OCCO3)cc(Br)c1OCC(N)=O
5	0.17	-0.51	Cc1ccc(SC(C)C(=O)N2CCCC2)cc1 (stereo not given)
/	1.3	0.74	CCn1c(=O)cc(SCC(=O)NCCCN2CCN(c3ccc(F)cc3)CC2)c2ccccc21
-25	/	/	Cc1oc(-c2cccc(C(F)(F)F)c2)nc1CN1CCOCC1
/	1.4	2.5	Cc1cc(C(=O)CCC(=O)N2CCN(S(=O)(=O)c3cccs3)CC2)c(C)s1
29	0.78	0.76	CCCCS(=O)(=O)/C=C/[C@H]1[C@H](S(=O)(=O)CCCC)[C@H]2C=C[C@@H]1C2
-373	0.8	0.79	Cc1ccc(NC(=O)CCCSc2nc3ccccc3[nH]2)cc1
/	0.42	0.2	CCCOP(=O)(c1ccc(N(C)C)cc1)C(O)c1cc(OC)c(OC)c(OC)c1 (stereo not given)
-21	-0.73	-0.55	O=C(NCc1ccccc1)C(c1ccc(F)cc1)N(Cc1cccs1)C(=O)c1cnccn1 (stereo not given)
29	/	/	CCOC(=O)N1CCN(C(=O)CCCn2c(=S)[nH]c3ccsc3c2=O)CC1
0	-0.36	-0.59	O=C(Oc1ccc2ccccc2c1Br)N1CCCCCC1
/	-0.79	-0.4	COc1ccc2cc(CN(Cc3ccco3)Cc3nnnn3C3CCCCC3)c(=O)[nH]c2c1
0	-0.36	-0.5	CCOC(=O)C1CCN(S(=O)(=O)c2ccc(CC)cc2)CC1
-60	-2.5	-2	Cn1c(-c2c(N)n(C3CCCC3)c3nc4ccccc4nc23)nc2ccccc21
5	0.75	0.46	CCCn1nc(C(=O)Nc2ccc(S(=O)(=O)Nc3nccs3)cc2)c2ccccc2c1=O
/	1.4	2	CCOC(=O)CN1C(=O)CN(c2ccc(C)cc2)C1=O
71	0.12	-0.38	O=C(Nc1cccc(F)c1)N1CCN(C/C=C/c2ccccc2)CC1
-30	0.84	1	O=C(CCS(=O)(=O)c1cccc2nsnc12)N1CC(=O)N(CCc2ccccc2)C(=O)C1
-14	0.78	0.66	COc1ccc(C(NC(=O)CNC(C)=O)C(=O)Nc2ccc3c(c2)OCCO3)cc1 (stereo not given)
9	-0.28	-0.72	c1ccc(OCc2nc3ccccc3s2)cc1
50	1.1	0.54	O=C(NCC(c1cccnc1)N1CCOCC1)c1ccco1 (stereo not given)
-3	-2.2	-2.3	CN(C)c1ccc(C(=O)Nc2cc(C(F)(F)F)ccc2-n2cncn2)cc1
-30	0.26	0.19	O=C(Cn1cnc2c(nnn2-c2ccc(F)cc2)c1=O)N1CCCc2ccccc21
-76	/	/	O=C(O)COn1c(-c2ccccc2)nc2ccc(Cl)cc21
/	1.2	1.4	CCCC(=O)Nc1cccc(NC(=O)CN2CCN(c3ccccc3OC)CC2)c1
/	0.46	0.84	COc1ccc(C(=O)Nc2cc(C)on2)cc1
24	/	/	Cc1nc2ccccc2c(C)c1C(=O)c1ccccc1
/	-0.3	0.3	Cc1ccc(NC(=O)COC(=O)C2CC3C=CC2C3)cc1S(=O)(=O)N1CCCCC1 (stereo not given)
0	/	/	CCC(CO)NC1=CC(=O)CCC1 (stereo not given)
/	-1	-0.94	Cc1nn2c(NCCCN3CCOCC3)c3c(nc2c1-c1ccccc1)CCC3
/	-0.04	-0.47	Cc1cc2cc(CN(CCN3CCOCC3)C(=O)Nc3ccccc3F)c(=O)[nH]c2cc1C
-5	-1.6	-0.24	CC(=O)Nc1ccc(OCC(O)CN2CCN(c3ccc(C)c(Cl)c3)CC2)cc1 (stereo not given)
15	-0.08	0.48	Cc1nc2ccc(-c3nc4cc(N)ccc4o3)cc2[nH]1
56	/	/	CCCC(C)C(=O)Nc1ccc(S(=O)(=O)Nc2nccc(C)n2)cc1 (stereo not given)
-56	-0.66	-0.6	COc1ccc([N+](=O)[O-])cc1NCc1ccccc1
/	1.5	1.1	Cc1cc(/C=N/NC(=O)C(O)(c2ccccc2)c2ccccc2)c(C)n1-c1ccc(C(=O)O)cc1
-6	-0.04	0.14	CCn1c(SCC(=O)Nc2cc(C)on2)nc2c1c(=O)n(C)c(=O)n2C
-29	0.92	0.28	CN1CCN(S(=O)(=O)c2cccc(S(=O)(=O)c3cccc(S(=O)(=O)N4CCN(C)CC4)c3)c2)CC1
28	0.14	0.17	COc1cccc(-c2nnc(SCC(=O)N3CCCC3=O)n2-c2ccccc2)c1
-68	-1.9	-1.3	CCOc1ccccc1C(=O)N1CCC(n2nnc3cc(C(F)(F)F)ccc32)CC1
33	-0.28	-0.56	COc1ccc2c(c1OC)C(=O)N(c1cccc(C)c1)C2
8	/	/	CN(Cc1ccccc1)C(=O)COC(=O)c1cncc(Br)c1
81*	2	0.78	O=C(c1cccc(F)c1)n1nnc2ccccc21
/	-0.95	-0.57	O=C(Nc1ccccc1)c1ccc(S(=O)(=O)N2CCCCC2)cc1
-17	/	/	O=C(NNc1nc2c(F)cccc2s1)C1=COCCO1
22	-0.12	0.48	Cc1ccccc1S(=O)(=O)Nc1nc2ccccc2nc1N1CCc2ccccc2C1
36	-0.38	-0.2	Cc1ccc(-n2c(=O)c3c4c(sc3n(Cc3cc(=O)n5ccccc5n3)c2=O)CCC4)cc1C

# New compounds follow
Insulin prom inh	sdo1 growth	sdo1 growth Rescue 24 h	molecule
?	-2	-0.25	Cc1ccc(O)c(-c2cc(-c3ccccc3C)[nH]n2)c1
19	0.45	0.16	Cc1c(C(=O)O)oc2ccc(S(=O)(=O)N(CC(C)C)CC(C)C)cc12
6	0.2	0.23	CCOC(=O)N1CCN(Cc2oc(CO)cc(=O)c2O)CC1
0	0.81	0.2	Cc1cc2c(cc1C)-c1nnc(-c3ccc4ccccc4n3)n1C(C)(C)C2
-30	-2.6	-1.7	CC(=O)N1CCc2c(sc(NC(=O)c3ccc4c(c3)OCCO4)c2C#N)C1
11	/	/	CC1=C/C(=N\NC(=S)NCCc2ccccc2)CC(C)(C)C1
40	-0.58	-0.03	Cc1nc(SCC(=O)N2CCN(C(=O)c3ccco3)CC2)c2c(C)c(C)sc2n1
-34	-0.24	-1.2	CCN(C(=O)CSc1nnc(NC2CCCCC2)s1)C1CCS(=O)(=O)C1 (stereo not given)
63	/	/	Cc1ccc(OCCOC(=O)CCc2nc3ccccc3c(=O)[nH]2)cc1
-167	0.54	0.21	Cn1c(CN2CCCC2)nc2cc(NC(=O)COc3ccc([N+](=O)[O-])cc3)ccc21
-8	0.55	0.54	CCC(Sc1ccccc1C(=O)O)C(=O)O (stereo not given)
/	1.2	0.34	Cc1cc(NC(=O)Cn2nc(-c3ccccc3F)ccc2=O)ccc1-n1cnnn1

# Compound profiles (already shown). Order of screens: Insulin prom inh | sdo1 growth | sdo1 growth Rescue 24 h
# Listed for COc1ccc(C(=O)Nc2cc(C)on2)cc1 : / | 0.46 | 0.84
# Listed for CCn1c(SCC(=O)Nc2cc(C)on2)nc2c1c(=O)n(C)c(=O)n2C : -6 | -0.04 | 0.14
# Listed for Nc1nnc(SCc2ccc(F)cc2Cl)s1 : -3 | 0.51 | 0.54

# Next results:
Insulin prom inh	sdo1 growth	sdo1 growth Rescue 24 h	molecule
/	-0.36	-0.74	Nc1nc(SCc2ccc(Cl)c(Cl)c2)n[nH]1
/	-0.17	-0.46	O=C(OCc1nc2ccc(Cl)cc2n1CCO)c1ccc2c(c1)OCO2
-60	0.26	0.04	COc1ccc(OC)c(Nc2cc(C(=O)NCCCN3CCOCC3)c3ccccc3n2)c1
-23	-1.5	0.8	O/N=C/c1cc(Br)cc(Br)c1OCc1ccccc1
/	-0.51	-0.71	COc1cc(NC(=O)C2CCCN2C(=O)OCc2ccccc2)cc(OC)c1 (stereo not given)
/	-0.45	-0.96	CCNC(=O)CC1SC(=Nc2cccc3ccccc23)N(C)C1=O (stereo not given)
/	0.4	1.1	Cc1ccc(-c2nn(-c3ccccc3)cc2C(=O)Nc2cccc(S(=O)(=O)N3CCOCC3)c2)cc1
0	-0.98	-0.56	CCOc1ccccc1N1CCN(C(=O)Nc2ccc(Cl)c(Cl)c2)CC1
-17	/	/	CCN(CC)C(=O)C1CCN(S(=O)(=O)c2ccc(-n3cnnn3)cc2)CC1
6	1.1	-0.28	Cc1cn2c(-c3cccnc3)nnc2s1
-11	1	1.3	O=c1c2c(-c3cccs3)csc2ncn1-n1cccc1
-31	-0.72	-1	Cc1nc(-c2cccc(NC(=O)c3cccs3)c2)cs1

# Another view of some results above.
# Value order – Insulin prom inh	sdo1 growth	sdo1 growth Rescue 24 h
CCOc1ccccc1N1CCN(C(=O)Nc2ccc(Cl)c(Cl)c2)CC1
→ 0	-0.98	-0.56
CCN(CC)C(=O)C1CCN(S(=O)(=O)c2ccc(-n3cnnn3)cc2)CC1
→ -17	/	/
Cc1cn2c(-c3cccnc3)nnc2s1
→ 6	1.1	-0.28
O=c1c2c(-c3cccs3)csc2ncn1-n1cccc1
→ -11	1	1.3
Cc1nc(-c2cccc(NC(=O)c3cccs3)c2)cs1
→ -31	-0.72	-1

# Next results.
Insulin prom inh	sdo1 growth	sdo1 growth Rescue 24 h	molecule
/	-0.04	0.5	CC1CCCCN1C(=O)CSc1nnc(-c2c[nH]c3ccccc23)o1 (stereo not given)
18	-1.3	-0.28	O=C(c1ccccc1)c1cc(-c2ccccn2)c(N2CCOCC2)s1
55	/	/	COc1ccc(OC)c(NC(=O)CSc2ccc3nnc(-c4cccnc4)n3n2)c1
-7	-1	0.02	Oc1ccc(/C=N/n2c(-c3ccco3)csc2=Nc2cccnc2)c(O)c1
-27	-0.69	0.6	COC(=O)c1ccc(/C=N/NC(=O)CCSc2nc3ccccc3s2)cc1
10	-0.22	-0.98	CCOCCCNS(=O)(=O)c1ccc(NC(=O)c2ccccc2)cc1
-362	/	/	COc1cc(/C=C2\SC(=S)N(CC(=O)NC(C)(C)C)C2=O)cc(OC)c1OC
-85	/	/	COc1cccc(-n2nc(C#N)c(Cl)cc2=O)c1
-61	-0.66	-0.68	CCOC(=O)c1sc(NC(=O)C(CC)Sc2nccn2C)nc1C (stereo not given)
46	-0.86	-0.74	CCOc1cc(C)ccc1OCc1nnc(SCC(=O)c2cccc([N+](=O)[O-])c2)n1C
/	-0.88	-0.2	Cc1ccccc1NC(=O)Nc1nnc(Cc2ccc([N+](=O)[O-])cc2)s1
0	0.62	-0.08	Cc1cc(=O)[nH]c(SCC(=O)NCCOc2ccccc2)n1
-233	0.13	0.02	COc1ccc(S(=O)(=O)N(C)CC(=O)N2CCCCC2)cc1Cl
32	/	/	CCc1nnc(NC(=O)CCNC(=O)c2ccccc2Cl)s1
17	0.1	-0.15	O=C(OCCN=C1NS(=O)(=O)c2ccccc21)c1ccncc1
/	-0.18	-0.47	CN1CCN(c2nc(-c3cccnc3)nc3ccccc23)CC1
-43	0.13	-0.41	CC(C)(O)[C@H](O)COc1c2occc2cc2ccc(=O)oc12
/	0.95	0.79	Nc1c(-c2ccccc2)c(CN2CCOCC2)nn1-c1ccccc1
/	-0.92	-0.99	COc1ccc(CCNC(=O)c2cc(-c3ccc(Cl)c(Cl)c3)oc2C)cc1
-3	-1.4	-0.35	CC1Cc2ccccc2N1C(=O)CSc1nnc(Cc2ccccc2)n1CCc1ccccc1 (stereo not given)
/	-1.1	-1.1	COc1cccc(-c2nn(C)c3sc(C(=O)N4CCN(c5ccccc5)CC4)cc23)c1
0	/	/	CN(C)CCCN(C(=O)c1ccco1)c1nc2ccc(Cl)cc2s1
15	0.1	-0.09	Cc1[nH]c2ccccc2c1N=Nc1ccccc1C(=O)O

# Six compounds out of the list, arranged by SMILES length, smallest number first.
Insulin prom inh	sdo1 growth	sdo1 growth Rescue 24 h	molecule
0	-0.36	-0.59	O=C(Oc1ccc2ccccc2c1Br)N1CCCCCC1
33	-0.28	-0.56	COc1ccc2c(c1OC)C(=O)N(c1cccc(C)c1)C2
/	-0.04	0.5	CC1CCCCN1C(=O)CSc1nnc(-c2c[nH]c3ccccc23)o1 (stereo not given)
0	-0.98	-0.56	CCOc1ccccc1N1CCN(C(=O)Nc2ccc(Cl)c(Cl)c2)CC1
/	-0.88	-0.2	Cc1ccccc1NC(=O)Nc1nnc(Cc2ccc([N+](=O)[O-])cc2)s1
/	-0.04	-0.47	Cc1cc2cc(CN(CCN3CCOCC3)C(=O)Nc3ccccc3F)c(=O)[nH]c2cc1C

# Screens as filed in PubChem.
